PriA SSB inh: inhibitors of Klebsiella pneumoniae PriA binding to SSB C-terminal tail; AlphaScreen SSBct-PriA binding, biotinylated peptide; actives 0.6% (n = 430,000); inhibition, % at 33 µM; in the data active means inhibition mostly above about 37%, no sharp cut-off; inactive means mostly below about 20%;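 further: plate controls were negative control peptide for no effect and reference peptide for full effect; strong numbers were not always called active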
* marks the source's active call; other numbers are inactive results; & = joins results of further samples.

Molecule | PriA SSB inh
Cc1nn(C)c(C)c1S(=O)(=O)NCCn1ccc(C(F)(F)F)n1 | -24
O=C(Oc1ccc(C=NO)cc1)c1ccccc1 | -12
O=C(NCCn1ccnc1C1CC1)c1c(F)cccc1Cl | -8
CNC(=O)c1c(NC(=O)c2sc3ccccc3c2Cl)sc2c1CCC2 | -1
CCOC(=O)[C@H](Oc1ccc2c(=O)c(-c3ccc(OC)c(OC)c3)c(C)oc2c1)c1ccccc1 | 15
Cn1c(=O)c2c(ncn2CC(=O)NN=Cc2ccc(Br)s2)n(C)c1=O | -12
CC(C)c1nnc(C2CCN(C(=O)NCCOc3ccccc3)CC2)o1 | -9
Cc1cc(=O)[nH]c(-n2nc(C)cc2NC(=O)c2cc(=O)c3ccccc3o2)n1 | -5
CN(C)c1ccc(C=Nc2cc(-c3ccccc3)nn2-c2ccccc2)cc1 | -1
Cc1n[nH]c(C)c1CCC(=O)N1CCC(Oc2cncc(N(C)C)n2)C1 (configuration not stated) | 4
O=C(c1ccc2ncsc2c1)N1CCC(Cc2n[nH]c(=O)n2-c2ccccc2F)CC1 | 0
Cc1noc(Cc2ccccc2NC(=O)C2(c3ccc(Cl)cc3)CCCC2)n1 | -11
O=C(Cc1ccc([N+](=O)[O-])cc1)NNC(=O)c1cccn(Cc2ccc(F)cc2)c1=O | -9
COC(=O)NN=Cc1cccc(OC(=O)c2cccs2)c1 | -7
CCOC(=O)c1ccc(Nc2n[nH]c3nnc(C)c(=O)n23)cc1 | -6
CCNC(=S)NN=Cc1cccc(C=NNC(=S)NCC)c1 | -19
Cc1cc(NC(=O)c2cc(=O)c3ccccc3o2)n(-c2nc(-c3cccs3)cs2)n1 | -16&-7
O=C(CCC1CCCC1)Nc1ccc(CC(=O)N2CCCC2)cc1 | -13
Cc1cc(OC2CCN(C(=O)c3ccco3)C2)cc(=O)o1 (configuration not stated) | 6
O=C(NCCCn1nc(-c2ccc(F)cc2)ccc1=O)Nc1ccc2c(c1)OCCO2 | -6
COc1ccccc1-n1ncc2c(C(C)C)nnc(SCC(N)=O)c21 | -3
Cc1ccc(NC(=O)c2n[nH]nc2Nc2cccc(F)c2)cc1C | -12
COc1cc(/C(Cc2nc3ccccc3[nH]2)=N/Nc2ccccc2)cc(OC)c1OC | 4
Cc1ccc2oc(C(=O)Nc3cccc(Cl)c3)cc2n1 | -8
CNC(=O)c1ccsc1NC(=O)c1cccc(Cl)c1 | -11
COc1ccc(Cn2ccnc2SCC(=O)NCc2ccccc2Cl)cc1 | 17
COc1cccc2sc(OC3CN(C(=O)C4(c5ccccc5)CCOCC4)C3)nc12 | 3
CCCS(=O)(=O)N1CCCc2ccc(NS(=O)(=O)c3ccc(OCC)c(F)c3)cc21 | 3
O=C(NCC1CCN(Cc2ccco2)CC1)c1ccc(Cl)cc1 | -11
COc1ccc(C(=O)NCc2sc(-c3cccs3)nc2C)nn1 | -4
O=C(NN=Cc1ccc2c(c1)OCO2)c1ccc2c(c1)OCCO2 | -12
CCc1n[nH]c(=S)n1N=Cc1ccccn1 | -3
CC(C)Oc1ccc(-c2noc(CN3N=NC4C(=O)N(c5ccc6c(c5)CCC6)C(=O)C43)n2)cc1 (configuration not stated) | 0
Cc1ccccc1Cn1cc(S(=O)(=O)CC(=O)Nc2cccc(C)c2C)c2ccccc21 | 15
Cc1cc(NC(=O)Cc2ccc(F)cc2)n([C@H]2CCS(=O)(=O)C2)n1 | -10
Cc1ccc(C(O)=C2C(=O)C(=O)N(C)C2c2ccc([N+](=O)[O-])cc2)cc1 (configuration not stated) | -6
Cc1cc(SCc2ccc(C#N)cc2)nc(SCc2ccc(C#N)cc2)n1 | -8&1
O=C(CSc1nnc2scc(-c3ccc(Cl)cc3)n12)Nc1nsc(-c2ccccc2)n1 | 0
O=C(COc1ccccc1)N1CCC(c2nnc(-c3ccco3)s2)CC1 | 3
Cc1c(Cl)cccc1NC(=O)C(=O)NCCc1ccc(N2CCCC2)cc1 | -13
O=S(=O)(c1cccc(Cl)c1)N1CCN(CCn2ccnc2-c2ccccc2)CC1 | -2
Cc1ccc(-c2csc(NC(=O)/C=C/c3ccc([N+](=O)[O-])s3)n2)o1 | -1
COc1ccc(OC)c(NC(=O)c2nc(S(C)(=O)=O)ncc2Cl)c1 | -35
COc1ccc(C(C)=NNC(=O)C2CC2)cc1 | -8
Cc1cc(C)c(S(=O)(=O)NCC2CCN(Cc3cccs3)CC2)cc1C | -6
COc1ccc(C2CC(c3ccc(Br)cc3)=NN2C(=O)CSc2nnc3[nH]c(=O)cc(C)n23)cc1 (configuration not stated) | -12&-4
O=C(COc1ccc(Cl)cc1Cl)NC(=S)NCCC1=CCCCC1 | 4
COC(=O)c1ccc(S(=O)(=O)N2CCS[C@H](c3ccccc3Cl)CC2)cc1 | -19
COCCN1CCC(NC(=O)Cc2ccc(-c3ccccc3)cc2)CC1 | -11
CCOc1ccc(Nc2nc(C(=O)NCc3cccs3)cs2)cc1 | -3
CCOC(=O)c1ccc(NC(=O)c2cccn(Cc3cccc(C(F)(F)F)c3)c2=O)cc1 | -9
COc1ccccc1-c1nnc(NC(=O)C2CC(=O)N(c3ccc(F)cc3)C2)o1 (configuration not stated) | 13
COc1ccccc1N1CCN(c2nc3c(S(=O)(=O)c4ccc(C)c(C)c4)nnn3c3ccccc23)CC1 | -10
COc1cc2cc(C3CC(c4ccco4)=NN3)c(Cl)nc2cc1OC (configuration not stated) | 3
CCc1ncc(Cc2ccc3cccc(O)c3n2)c2cc(OC)c(OC)cc12 | -5
O=C(CSc1ccc(NC(=O)c2cccc(F)c2)nn1)NCC1CCCO1 (configuration not stated) | 4
CC(=O)N1CCC(C(=O)NC2CCC(Oc3ncc(F)cn3)CC2)CC1 (configuration not stated) | -10
COc1nn(C)cc1C(=O)N1CCC(C(=O)Nc2nc3ccc(S(C)(=O)=O)cc3s2)CC1 | 1
C=CCn1cc(C=NNC(=O)c2cc3c(ccc4ccccc43)o2)c2ccccc21 | 0
Cc1cc(OC2CN(C(=O)Nc3ccccc3C(F)(F)F)C2)cc(=O)o1 | 3

Following part:
Molecule | PriA SSB inh
O=C(Nc1nnc(-c2ccccc2Cl)o1)C1=COCCO1 | 0
Cc1ccc(Cl)c2sc(NC(=O)c3cc(-c4ccco4)on3)nc12 | 8
Nc1c(Br)cnc2cccnc12 | 10
O=S(=O)(c1cccs1)N1CCN(c2ccc(-c3ccco3)nn2)CC1 | -7
O=C(CC1CCCC1)N1CCN(Cc2nc3ccccc3[nH]2)CC1 | -3
CSCC[C@](C)(O)CNC(=O)C(=O)Nc1ccc(C)c(F)c1 | -19
COc1ccccc1N1CCN(CCNC(=O)Cc2ccc(SC(C)C)cc2)CC1 | 17
CNC(=O)c1c(NC(=O)c2cccc3ccccc23)sc(C)c1C | -8
Cn1ccc(C(=O)Nc2ccc(S(C)(=O)=O)cc2)n1 | -11
CCOc1ccc(C(=O)CSc2nc3cc(C(=O)NCCOC)ccc3c(=O)n2CCOC)cc1 | -5
CCc1cc(=O)[nH]c(SCC(=O)N2CCCCC2)n1 | 1
Cc1nc(SCC(=O)NCc2ccc(F)cc2)[nH]c(=O)c1C | 2
O=c1[nH]c(-c2ccc(F)cc2)nc2ccccc12 | -17
CCOc1ncccc1C(=O)Nc1ccc2c(c1)CCCN2S(=O)(=O)CC | 38*
CC(=NOCc1ccccc1C#N)c1cc2ccccc2o1 | -14
O=C1CCc2cc(NC(=O)c3ccc([N+](=O)[O-])cc3Cl)ccc2N1 | 24
CCCN(CCC)Cc1c(C(=O)NN=Cc2ccoc2)nnn1-c1nonc1N | 9
O=C(Cn1ccn(-c2cccc3ccccc23)c(=O)c1=O)Nc1ccc(Br)cc1F | -6
O=C(Cc1csc(NC(=O)C2CC2)n1)Nc1nc2ccccc2s1 | -1
O=C(NCCC1CCCCN1S(=O)(=O)c1cccs1)C1(c2cccs2)CCCC1 (configuration not stated) | -1
COc1ccc(-c2ccc(N3CCN(C(=O)c4c(F)cccc4F)CC3)nn2)cc1OC | -10&-1
c1coc(CNCc2ccsc2)c1 | -5
CC(=O)Nc1ccc(-c2csc(NN=C(C)c3ccccc3)n2)cc1 | 4
Cc1ccccc1-c1ccc(N2CCN(C(=O)NC3CCCCC3)CC2)nn1 | 3
CCC1CCCCN1C(=O)CSc1ncnc2c1oc1ccccc12 (configuration not stated) | -13
Cn1nnc2c(=O)n(Cc3ccc(C(F)(F)F)cc3)cnc21 | -20
O=C(Nc1ccc2sccc2c1)C1COc2ccccc2O1 (configuration not stated) | -39
COc1ccc(C2=NN(S(C)(=O)=O)C(c3ccc(F)cc3)C2)cc1 (configuration not stated) | -15
Cc1cc(C(=O)NCC[C@H](O)c2cccs2)c(C)o1 | -17
CC(C)CNC(=O)c1ccc2c(=O)n(Cc3ccccc3)c3nn(Cc4ccccc4Cl)c(=O)n3c2c1 | -18
C=CCn1c(=NC(=O)c2ccccc2F)sc2cc3c(cc21)OCCO3 | -88
CC(=O)Nc1nnc(Cc2ccc(F)cc2)o1 | 1
Cc1ccc(C)c(S(=O)(=O)NCC(=O)NC2CCN(c3ccccn3)C2)c1 (configuration not stated) | 5
CCOC(=O)c1sc(NC(=O)c2ccc(N3C(=O)CCC3=O)cc2)nc1-c1ccccc1 | -5
O=S(=O)(Nc1ccc(-c2ccc3nnc(-c4ccccn4)n3n2)cc1)c1ccccc1F | 101*
O=C(CSc1nnc(NC(=O)COc2ccc(Cl)cc2)s1)NCc1ccco1 | -10
COc1ccc(S(=O)(=O)N2CCOC23CCN(C(C)=O)CC3)cc1C | -15
O=C(c1ccno1)N(CCN1CCOCC1)c1nc2ccccc2s1 | -3
Nc1ccc(-n2cnnn2)cc1 | 7
O=S(=O)(NCc1ccnc(N2CCCCC2)n1)c1cccc(Cl)c1 | -14
N#Cc1c(-c2cccnc2)c2c([nH]c1=O)CCCC2 | -11
O=C(Nc1nc2ccccc2s1)C(=O)N1CCN(c2cccc(Cl)c2)CC1 | -16
COc1ccc(CNC(=O)NC[C@@](O)(c2cccs2)C2CC2)cc1 | -17
CCN(CC)c1ccc(C=NNC(=O)c2ccoc2C)c(O)c1 | 3
CCC(=O)N1CCCc2ccc(NC(=O)c3ccccc3C)cc21 | -14
O=S(=O)(N[C@H](c1cccnc1)C1CCOCC1)c1ccccc1Cl | -14
Cn1nc(C2CCN(S(=O)(=O)c3ccccc3C(F)(F)F)CC2)n(C2CC2)c1=O | -6
CC(=O)N1CCN(c2ccnc3c2c(=O)n(CC(=O)Nc2cccc(Cl)c2)c(=O)n3C)CC1 | -10

These rows are one share of the data; count on the stated rates, not on these rows.
